SDO1 yeast rescue – sdo1-depleted yeast growth rescue | S. cerevisiae sdo1-depleted JHY4D growth rescue, OD600 30 h; hits give high values; pdr5 snq2 efflux-pump mutant strain | 140,000 tested, 0.21% active | AID 817 | z-score at 10 µM;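 active = z-score above 3 at both the 24 hr and the 30 hr optical density reads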;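 note: z-score against mean and SD of all compound wells on the same plate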
Insulin prom inh – TRM-6 insulin promoter activity inhibition | TRM-6 cells (human fetal islet line), insulin promoter-eGFP reporter, imaging; reporter expression induced with tamoxifen | inhibition, % at 2 µM | 130,000 tested, 0.9% active;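 active = inhibition above the mean plus 3 SD, with well images judged a real hit on visual review, cut at about 60% in these data, passing the limit was not always enough; inconclusive = inhibition over the cutoff but images rejected on review; inactive = inhibition not above the cutoff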
SDO1 yeast rescue Rescue 24 h – second read-out of SDO1 yeast rescue, no call of its own (marks repeat the call); z-score; S. cerevisiae sdo1-depleted JHY4D growth rescue, OD600; measured here: growth rescue at 24 h;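 0 is the plate mean of compound wells and units are plate SD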
* = called active by the depositor; ? = inconclusive; / = not tested or not shown.

nr	SDO1 yeast rescue Rescue 24 h	Insulin prom inh	SDO1 yeast rescue	SMILES
1	-0.89	/	-1.3	CCOc1cccc2cc(-c3nnc(NCc4ccco4)s3)c(=O)oc12
2	-0.66	16	-0.12	Cc1cccc(NC(=S)N2CCCCC2)c1
3	0.76	-36	0.77	CCCC[n+]1ccn(-c2nc3ccccc3nc2[N-]S(=O)(=O)c2ccccc2)c1
4	/	25	/	Cc1cc(CNC(=O)COc2cc(F)ccc2[N+](=O)[O-])c2ccccc2n1
5	/	0	/	CC(C)(C)c1csc(NC(=O)Nc2ccccc2)n1
6	0.28	0	-0.38	C/C(CC(=O)Nc1ccc(Cl)cc1Cl)=N\NC(=O)C(=O)NCCO
7	0.26	23	0.49	O=C(CC(SCCO)c1ccc(F)cc1)c1ccco1 (stereo unspecified)
8	-2	-3	-2.7	Cc1nc(NC(=O)CC(C)C)sc1-c1csc(Nc2ccc(Cl)cc2)n1
9	-1.1	-14	-0.22	Cc1cccc(N=C(N2CCOCC2)P(=O)(N2CCOCC2)N2CCOCC2)c1
10	0.72	/	-0.07	Cc1cccc(NC(=O)CNc2cc(C)ccc2C)c1
11	0.5	3	-0.2	Cc1ccc(CS(=O)(=O)c2ccccc2-c2nnc(-c3ccc(Cl)cc3)o2)cc1
12	-1.9	-4	-1.9	O=S(=O)(c1ccccc1Cl)N1CCCC1c1nc(-c2ccc(Cl)cc2)no1 (stereo unspecified)
13	2.3	29	2.2	COc1ccc2cc(C(=O)NCC(=O)O)sc(=O)c2c1OC
14	-0.34	6	-0.29	CN(N)c1nc(-c2ccccc2)nnc1C(F)(F)F
15	1.6	/	0.15	Cn1c(=O)n(C/C=C/c2ccccc2)c(=O)c2c1nc1n2CCCN1c1ccc(F)cc1
16	0.16	-2	0.03	Cc1nnc(NC2(C(F)(F)F)C(=O)Nc3c2c(=O)n(C)c(=O)n3C)s1 (stereo unspecified)
17	-1	-53	-0.91	O=c1[nH]c(C(Cl)Cl)nc2sc3c(c12)CCN(Cc1ccccc1)C3
18	-1.6	/	-1.1	O=C(Nc1ccc2c(c1)OCO2)C1CCCN(c2nc3ccccc3s2)C1 (stereo unspecified)
19	-0.58	/	0.25	O=C(CCN1C(=O)COc2ccccc21)NCc1ccco1
20	-0.14	31	0.65	O=C(CN1CCN(Cc2ccccc2)CC1)N=Nc1c(O)[nH]c2ccccc12

Continued; the last three above are carried over.
nr	SDO1 yeast rescue Rescue 24 h	Insulin prom inh	SDO1 yeast rescue	SMILES
18	-1.6	/	-1.1	O=C(Nc1ccc2c(c1)OCO2)C1CCCN(c2nc3ccccc3s2)C1 (stereo unspecified)
19	-0.58	/	0.25	O=C(CCN1C(=O)COc2ccccc21)NCc1ccco1
20	-0.14	31	0.65	O=C(CN1CCN(Cc2ccccc2)CC1)N=Nc1c(O)[nH]c2ccccc12
21	-0.51	50	-1.6	COc1ccc(/C=C\C(=O)c2c(O)ccc3c(C)cc(=O)oc23)cc1OC
22	/	-9	/	Cn1ccnc1SCC(=O)Nc1cccc(S(=O)(=O)N2CCCCCC2)c1
23	0.21	/	0.63	CCCC(=O)NNC(=O)Nc1ccccc1
24	0.35	9	-0.28	Cc1cc(C(=O)CSc2ccc(Cl)cc2)cc(C)c1OC(=S)N(C)C
25	/	8	/	CCOc1ncccc1C(=O)OCC(=O)NCc1ccc2c(c1)OCO2
26	/	-65	/	c1ccc(CSc2ncnc3ccccc23)cc1
27	/	11	/	COC(=O)CCc1nc2c(C#N)c(-c3ccc(Cl)cc3)ccn2n1
28	2.5	10	2.3	N#Cc1cccc(NC(=O)NCCc2c[nH]c3ccccc23)c1
29	-0.38	50	-1.4	N#Cc1nc(-c2ccc(OCc3ccccc3)cc2)oc1NCCCN1CCOCC1
30	-1.3	/	-1.1	CC(C)c1nc(SCC(=O)Nc2ccc3c(c2)OCCO3)c2c(=O)n(C)c(=O)n(C)c2n1
31	-0.75	-48	-0.21	O=C(Cc1ccccc1Cl)NCCCn1ccnc1
32	0.33	-64	1.8	CCOC(=O)N1CCN(C(=O)c2cnsn2)CC1
33	-1.3	-33	-0.7	COc1ccc(Cl)cc1C(=O)NCCc1ccc(S(=O)(=O)NC(=O)NC2CCCCC2)cc1
34	-0.53	70	-1.1	Cc1ccc(S(=O)(=O)N2CCCC2C(=O)n2nc(C)cc2C)cc1 (stereo unspecified)
35	3.3	/	2.7	COc1ccc(NC(=S)Nc2ccc(S(=O)(=O)N3CCOCC3)cc2)c(OC)c1
36	0.03	9	-0.04	O=C(COC(=O)c1cccs1)c1ccccc1
37	-0.37	-8	-0.25	COc1ccc(CCNC(=O)c2ccc(CS(=O)(=O)c3ccc(Cl)cc3)o2)cc1OC
38	1.2	-42	1.1	Cc1cc(C)n(/N=C/c2c[nH]c3ccccc23)c(=O)c1C#N
39	0.18	42	-0.58	COc1ccc2[nH]c(C)c(C(=O)CN3CCN(C/C=C/c4ccccc4)CC3)c2c1
40	-0.06	31	0.04	NNc1nc(-c2ccccc2)nc2sc3c(c12)CCCC3

Results in Insulin prom inh and SDO1 yeast rescue Rescue 24 h, for some of the entries so far:
entry | structure | Insulin prom inh | SDO1 yeast rescue Rescue 24 h
1 | CCOc1cccc2cc(-c3nnc(NCc4ccco4)s3)c(=O)oc12 | / | -0.89
2 | Cc1cccc(NC(=S)N2CCCCC2)c1 | 16 | -0.66
3 | CCCC[n+]1ccn(-c2nc3ccccc3nc2[N-]S(=O)(=O)c2ccccc2)c1 | -36 | 0.76
4 | Cc1cc(CNC(=O)COc2cc(F)ccc2[N+](=O)[O-])c2ccccc2n1 | 25 | /
5 | CC(C)(C)c1csc(NC(=O)Nc2ccccc2)n1 | 0 | /
6 | C/C(CC(=O)Nc1ccc(Cl)cc1Cl)=N\NC(=O)C(=O)NCCO | 0 | 0.28

(further entries)
nr	SDO1 yeast rescue Rescue 24 h	Insulin prom inh	SDO1 yeast rescue	SMILES
41	1.4	-33	0.66	Nc1nc(-c2ccccc2)cs1
42	-0.54	/	-0.36	COC(=O)Cn1c(=NC(=O)C(C)C)sc2c(C)cc(C)cc21
43	0.45	42	0.99	O=C(CC1SC(N2CCCCC2)=NC1=O)Nc1cccc(C(F)(F)F)c1 (stereo unspecified)
44	0.78	/	-0.23	CC(=C\c1ccco1)/C=C(\C#N)C(=O)NCCc1c[nH]c2ccccc12
45	0.5	8	0.65	CN(CCCNC(=O)C1CCN(S(=O)(=O)c2cccc3nsnc23)CC1)Cc1ccccc1
46	1.8	13	0.7	COc1ccccc1Oc1ccccc1C(=O)O
47	-0.43	-39	-0.04	Cc1ccc(CNC(=O)C2CC(c3ccccc3[N+](=O)[O-])=NO2)cc1 (stereo unspecified)
48	0.21	4	1.6	COCCN1C(=O)C(=O)/C(=C(/O)c2cccc(OC)c2)C1c1ccc(C)o1 (stereo unspecified)
49	-0.6	33	-0.31	Cc1cc(C)cc(C(=O)NC(=S)Nc2ccc(Cc3ccncc3)cc2)c1
50	/	17	/	CC1CN(CCCCN2C(=O)c3ccccc3C2=O)CC(C)O1 (stereo unspecified)
51	0.05	/	0.41	CCn1nc(C(=O)NNC(=O)COc2ccccc2C)c2ccccc2c1=O
52	-0.55	0	0.32	O=c1[nH]nc(Cc2ccccc2)c2ccccc12
53	1.1	-8	1.1	CCC(c1nnnn1CCOC)N1CCN(Cc2ccccc2)CC1 (stereo unspecified)
54	2.5	5	1.8	O=C(O)c1cccc(Oc2ccc([N+](=O)[O-])cc2)c1
55	0.46	-94	0.28	CC(C)CCNC(=O)[C@@H](NC(=O)c1c(F)cccc1F)C(C)C
56	0.56	-31	0.16	O=C(c1cccc(Cl)c1)N1CCN(Cc2ccccc2F)CC1
57	-1.7	-78	-1	FC(F)(F)c1cccc(Cn2nnnc2-c2ccc(Cl)cc2)c1
58	-1.1	/	-0.99	O=C1CC(c2ccccc2)SC(N(c2ccccc2)c2ccccc2)=N1 (stereo unspecified)
59	0.57	26	0.08	CCc1nnc(NC(=O)CSc2nc3ccccc3s2)s1
60	-0.27	19	-0.42	COc1ccc(N2CCN(C(=O)CSc3ccccc3)CC2)cc1

nr	SDO1 yeast rescue Rescue 24 h	Insulin prom inh	SDO1 yeast rescue	SMILES
61	0.62	26	0.7	COc1ccc(NS(=O)(=O)c2cccc(C(=O)OCC(=O)Nc3cc(C)on3)c2)cc1
62	1.1	/	0.69	CC1(C)OC(=O)C(=NNc2ccc(Cl)cc2)C(=O)O1
63	0.04	43	-0.01	COc1ccc(OC)c(NC(=O)CSc2nc(N)c(-c3ccccc3)c(=O)[nH]2)c1
64	1.2	43	2	Cc1ccc2[nH]c(=O)c(CN(CC3CCCO3)S(=O)(=O)c3cccc4nsnc34)cc2c1 (stereo unspecified)
65	/	-3	/	COC(=O)/C=C1\SC(=NC(=O)c2ccc(C)cc2)NC1=O
66	-1.5	12	-2	S=c1[nH]nc(-c2ccccc2)n1/N=C/c1cccs1
67	-0.87	-34	-1	Cc1cc(NC(=O)CSc2ccc(-c3ccccc3)nn2)no1
68	0.15	41	0.04	Clc1ccccc1OCCn1ccnc1
69	-1.5	/	-1.9	Nc1c(C(=O)c2ccc(Br)s2)oc2ccccc12
70	-1.1	13	-0.32	COCCn1c(C)cc(C(=O)COC(=O)c2cncc(Br)c2)c1C
71	2.5	/	2.2	CCn1c(COc2cccc(C)c2)nnc1SCC(=O)CC(=O)Nc1ccccc1OC
72	-0.55	/	-0.09	Cc1cccn2c(=O)c3cc(C(=O)N4c5ccccc5CC4C)n(C)c3nc12 (stereo unspecified)
73	-1.5	63	-1.1	CCOC(=O)c1c(C)[nH]c2c1cc(O)c1ccccc12
74	-0.45	?	-0.66	N#Cc1c(-c2ccco2)nc(NCC2CCCO2)[nH]c1=O (stereo unspecified)
75	-1.2	/	-2.4	CCc1ccc2oc(-c3cc(N=Cc4cccc(OC)c4O)ccc3O)nc2c1
76	1	-256	0.82	C=CCn1c(O)c(N=NC(=S)Nc2ccc(OC)c(Cl)c2)c2ccccc21
77	-0.96	-19	-0.59	CCC(CO)NCc1ccc(OC2CCCC2)cc1 (stereo unspecified)
78	-1.2	/	-0.6	CCOC(=O)CSc1nc(C2CC2)cc(-c2ccc(Cl)cc2)c1C#N
79	0.24	3	-0.41	COc1ccc(C(=O)Nc2nnc(-c3cccs3)s2)cc1
80	/	-387	/	O=C(Cn1cccc1C(=O)c1ccccc1)NCc1cccc(Cl)c1

nr	SDO1 yeast rescue Rescue 24 h	Insulin prom inh	SDO1 yeast rescue	SMILES
81	-0.51	/	0.27	COc1ccc(N(CC(=O)NCc2ccco2)S(=O)(=O)c2ccc(OC)c(OC)c2)cc1
82	/	-20	/	O=C(O)c1ccccc1N1C(=O)C2C3c4ccccc4C(Br)(c4ccccc43)C2C1=O (stereo unspecified)
83	-0.42	-5	0.04	Nc1nc(NC(=O)c2ccc(Cl)cc2)nn1-c1ccccc1
84	-0.55	2	-0.58	O=C(CSc1nc2ccccc2c(=O)[nH]1)N1CCN(S(=O)(=O)c2ccccc2)CC1
85	-0.3	-169	-0.37	CCc1ccc(S(=O)(=O)/N=C2/C=C(Sc3ncn[nH]3)C(=O)c3ccccc32)cc1
86	-1.6	3	-0.47	Cc1ccc(CNC(=O)C2CCCCC2C(=O)O)cc1 (stereo unspecified)
87	0.97	/	0.75	O=C(c1ccc(CS(=O)(=O)c2ccc(Br)cc2)o1)N1CCN(C2CCCCC2)CC1
88	-0.42	15	-0.86	COc1ccc(-n2c(NCCN(C)C)nc3sc4c(c3c2=O)CCCCC4)cc1
89	0.16	-38	0.15	CNC(=S)NN(C)c1nc(C)cc(C)n1
90	0	3	0.38	O=C(O)c1cc(-c2ccccc2Cl)n[nH]1
91	-0.67	63	-0.48	COc1ccc(CCC(C)Nc2cccc(F)c2)cc1 (stereo unspecified)
92	0.89	-40	1.2	Cc1ccc(S(=O)(=O)N2CCN(C(=O)CN3CCCC3)C2)cc1
93	/	-53	/	COc1ccccc1Nc1nc(-c2ccc3c(c2)NC(=O)CO3)cs1
94	-1.8	-33	-0.24	O=C(CCNC(=O)c1ccc(Cl)cc1)Nc1c(F)c(F)cc(F)c1F
95	-0.32	-288	-0.78	CCc1c(C(=O)Nc2ccc(S(=O)(=O)N3CCOCC3)cc2)csc1C
96	/	-13	/	CC(=O)Nc1ccc2nc(C3CC3)n(Cc3ccc(Cl)cc3)c(=O)c2c1
97	0.7	38	0.05	COC(=O)C1(c2ccccc2)NC(c2cccs2)C2C(=O)N(c3ccccc3)C(=O)C21 (stereo unspecified)
98	-0.53	-15	-0.51	O=C(CNC(=O)c1ccccc1F)N/N=C/c1cc(Br)ccc1OC(=O)/C=C/c1ccco1
99	0.15	/	0.98	CC(/C=N/NC(=O)c1ccncc1)=C\c1ccccc1
100	0.94	-12	1.5	O=C1NC(Cc2c[nH]c3ccccc23)C(=O)N1CCOc1ccccc1 (stereo unspecified)

nr	SDO1 yeast rescue Rescue 24 h	Insulin prom inh	SDO1 yeast rescue	SMILES
101	0.32	27	-0.52	Cc1cc(C)cc(NC(=O)Cc2ccc(-n3cccc3)cc2)c1
102	/	7	/	O=c1c2ccccc2c(/C=N/NS(=O)(=O)c2ccccc2)c(O)n1-c1ccccn1
103	0.01	-44	1	Cc1ccnc(NS(=O)(=O)c2ccc(NC(=O)c3ccc(S(=O)(=O)N4CC(C)OC(C)C4)cc3)cc2)n1 (stereo unspecified)
104	0.63	60	0.96	O=C(O)CCc1ccc(-c2ccccc2)n1CC(=O)O

Retrieved by structure from above, 3 records:
nr	SDO1 yeast rescue Rescue 24 h	Insulin prom inh	SDO1 yeast rescue	SMILES
3	0.76	-36	0.77	CCCC[n+]1ccn(-c2nc3ccccc3nc2[N-]S(=O)(=O)c2ccccc2)c1
75	-1.2	/	-2.4	CCc1ccc2oc(-c3cc(N=Cc4cccc(OC)c4O)ccc3O)nc2c1
44	0.78	/	-0.23	CC(=C\c1ccco1)/C=C(\C#N)C(=O)NCCc1c[nH]c2ccccc12

Random draw from the library; 0.99% or so of the library scored in one or more.
